# D2 ag: agonists of human D2 dopamine receptor | P14416 | HEK293 T-REx D2 cells, calcium flux agonist mode | activation, % at 2 µM | hit rate 0.53% among 340,000 | AID 485358;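 active = activation over 3 SD above normal in the single-dose calcium agonist read, cut at about 30% in these data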; note: 0% is about no effect
# Target sequence (P14416 whole entry, looked up): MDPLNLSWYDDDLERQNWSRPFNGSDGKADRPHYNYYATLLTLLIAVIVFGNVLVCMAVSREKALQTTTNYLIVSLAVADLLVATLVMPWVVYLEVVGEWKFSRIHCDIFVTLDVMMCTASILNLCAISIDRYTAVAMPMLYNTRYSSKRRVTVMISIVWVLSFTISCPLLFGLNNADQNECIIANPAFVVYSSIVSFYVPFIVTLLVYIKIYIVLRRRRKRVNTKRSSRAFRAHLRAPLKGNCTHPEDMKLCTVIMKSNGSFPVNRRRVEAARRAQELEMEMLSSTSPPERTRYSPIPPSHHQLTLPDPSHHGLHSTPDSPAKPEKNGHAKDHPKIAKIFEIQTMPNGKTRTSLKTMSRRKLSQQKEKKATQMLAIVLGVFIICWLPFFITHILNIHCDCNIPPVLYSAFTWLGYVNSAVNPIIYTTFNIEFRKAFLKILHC
#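 Tetracycline-induced HEK293 T-REx cells with force-coupled D2 receptor, plated overnight at 30 C, loaded with no-wash calcium dye. After a 10 s baseline, compound was pin-added and calcium flux read kinetically for 180 s; calcium rises flagged agonists.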
# ALOX12 inh: blocks human arachidonate 12S-lipoxygenase; purified 12hLO, xylenol orange hydroperoxide absorbance; Potency, µM (top dose mostly 108 µM), for the others: top-dose activity change, negative = inhibition, hits mostly inhibitors; hit rate 1.1% among 580,000; note: potency is the fitted concentration of half-maximal effect; % is set by controls: 0 for no effect and ±100 for the full control effect
#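 Purified human 12hLO (150 nM final) in 25 mM Hepes, 0.01% Triton X-100, pH 7.0 was preincubated 15 min at room temperature with compound. Then 40 uM arachidonic acid was added, 30 min. Hydroperoxide was read by Fe-XO absorbance ratio 573/405 nm.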
# RGS4 inhibitor: inhibitors of human regulator of G protein signaling 4; Transcreener GDP fluorescence polarization, RGS4-accelerated GTP hydrolysis; hit rate 0.039% among 390,000; Potency, µM (titrated, usually from 114 µM), inactives show at the top dose activity change, negative = inhibition, usual class: inhibitors; AID 504845; note: potency is the fitted concentration of half-maximal effect; % is set by controls: 0 for no effect and ±100 for the full control effect; nearly all actives have a fitted effect of over 75% in size; some results filed as inactive show a strong effect at the top dose
# Target sequence (P49798 whole entry, looked up): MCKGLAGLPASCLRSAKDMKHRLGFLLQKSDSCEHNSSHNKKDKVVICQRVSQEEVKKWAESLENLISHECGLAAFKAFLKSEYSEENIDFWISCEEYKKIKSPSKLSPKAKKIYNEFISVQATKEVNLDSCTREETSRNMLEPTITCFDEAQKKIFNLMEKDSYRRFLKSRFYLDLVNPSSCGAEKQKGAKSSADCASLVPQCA
#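 MLSMR compounds (23 nl, pin-transferred) preincubated 10 min at room temperature with a 500nM (2x) first reagent, then RGS4 at 900nM (2x) plus Transcreener GDP mix added; fluorescence polarization (620/688 nm) read before and after 90 min at 30 °C.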
# GRP78 ERSR act: inducers of ER stress response in human glioma cells; U87-MG GRP78 promoter luciferase reporter, 16 h; Potency, µM, for inactives: at the top dose activation, usual class: activators; hit rate 0.02% among 420,000; AID 602332; note: potency is the fitted concentration of half-maximal effect; series mostly up to about 76 µM; % of control where 0% means no effect; nearly all actives have a fitted effect of over 35% in size
#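 Stably transfected U87-MG glioma cells carrying a GRP78-based luciferase sensor; 16 h compound incubation. Luminescence end-point read 10 min after Bright-Glo addition at room temperature.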
# D2 antag: antagonizes the human D2 dopamine receptor; P14416; inhibition, % at 10 µM; HEK293 TREx D2 cells, calcium flux, dopamine EC80; AID 485344; hit rate 2% among 340,000; in the data active = inhibition above about 30%; note: 0% is about no effect
#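 In this primary screen, negative modulation is detected by tracking calcium flux after an EC80 dopamine challenge in inducible HEK293 T-REx D2 cells preexposed to test compound for 180 s.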
# ERG-DNA inh: inhibitors of human ERG Ets domain-DNA interaction | P11308 | fluorescence polarization, His-ERG Ets domain / labelled DNA | Potency, µM (titrated, usually from 76.9 µM), for inactives: at the highest dose FP activity, negative = inhibition, usual class: inhibitors | hit rate 0.028% among 370,000 | AID 624246; active = well fitted inhibition curve with a large enough effect in the polarisation, with a control signal flat; inconclusive = small, poorly fitted or top-dose-only effect, or effect the other way, or a change in a side signal; inactive = no such curve, though single readings can be large or run the other way; the % refers to the polarisation;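 note: polarization taken with two DNA probes labelled with fluorescein and Texas red; potency is the fitted concentration of half-maximal effect; % of control where 0% means no effect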
#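 His-tagged ERG Ets domain (1 uM in the protein solution; 300mM KCl, 50mM Tris-HCl, 1mM EDTA, 1mM DTT, pH 7.5) received compound, then a probe mix of 5 nM fluorescein-DNA and 100nM Texas-615-DNA. Fluorescence polarization was read for both dyes.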
# Vif-A3F inh: blocks the Vif interaction with APOBEC3F. AID 602313. hit rate 0.2% among 390,000. Potency, µM (titrated, usually from 46.1 µM), inactives show at the top dose activity, negative = active. HeLa A3F-eYFP + Vif (tagged APOBEC3F with the HIV-1 protein that degrades it), YFP fluorescence increase; note: potency is the fitted concentration of half-maximal effect; % of control where 0% means no effect; nearly all actives have a fitted effect of over 65% in size
#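 Fluorescence increase (Ex 488/Em 500-530) after overnight compound treatment at 37 deg C flags inhibition of Vif-driven A3F-eYFP loss in stable HeLa A3F-eYFP/Vif cells seeded overnight beforehand.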
# Vif-A3G inh: inhibitors of Vif-APOBEC3G interaction; Q9HC16; HeLa A3G-eYFP + Vif (tagged APOBEC3G with the HIV-1 protein that degrades it), YFP fluorescence, overnight; Potency, µM (titrated, usually from 46.1 µM), for inactives: at the highest dose activity, negative = active, actives largely listed as inhibitors; hit rate 0.076% among 410,000;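 note: potency is the fitted concentration of half-maximal effect; % is set by controls: 0 for no effect and ±100 for the full control effect; nearly all actives have a fitted effect of over 60% in size; hits raise eYFP signal because A3G escapes Vif-driven loss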
# Target sequence (Q9HC16 whole entry, looked up): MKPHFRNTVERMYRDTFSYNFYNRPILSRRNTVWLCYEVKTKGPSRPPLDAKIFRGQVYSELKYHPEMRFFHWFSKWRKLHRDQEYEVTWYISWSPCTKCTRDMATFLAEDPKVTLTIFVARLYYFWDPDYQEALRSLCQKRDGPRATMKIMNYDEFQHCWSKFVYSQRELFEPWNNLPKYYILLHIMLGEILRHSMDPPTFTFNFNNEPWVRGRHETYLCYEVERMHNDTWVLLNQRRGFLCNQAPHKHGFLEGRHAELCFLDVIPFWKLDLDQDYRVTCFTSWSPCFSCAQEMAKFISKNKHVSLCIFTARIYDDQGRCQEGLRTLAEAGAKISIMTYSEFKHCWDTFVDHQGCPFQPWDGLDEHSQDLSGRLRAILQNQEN
#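 Read-out is eYFP fluorescence (Ex 488/Em 500-530) from Vif-expressing HeLa A3G-eYFP cells; more signal means A3G escaped Vif-mediated degradation. Cells plated overnight, compound pinned in, incubated overnight at 37 deg C.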
# LDHA inh: LDHA (human) enzyme inhibition | P00338 | AID 1347041 | activity change, % (values are at about 110 or 230 µM) | purified LDHA, NADH/diaphorase-resazurin fluorescence; hits give low values | hit rate 0.15% among 480,000; in the data active = activity change below about -30%; inconclusive = mostly about -25% to -30%;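 note: plate controls were DMSO wells for no effect and wells without enzyme for full effect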
#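 Resorufin fluorescence (ex540/em590), read at 0 and 20 min after diaphorase/resazurin addition, reports the NADH left after a 5 min room-temperature reaction of 2 nM human LDH5 with 0.06 mM NADH and 0.2 mM pyruvate.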
# * hit, by the source's call; ? = inconclusive; . = not tested or not shown; [ ] = another dose, or the depositor's remark. Unless noted, calls come from the whole dose curve; as a rule, active = well fitted curve in the direction sought with a large enough effect; inconclusive = small, poorly fitted or top-dose-only effect, or another doubt; inactive = no such curve, though single readings can be large; an effect the other way counts as inactive or inconclusive. These rows are one share of the data; rates above refer to the full screens.
SMILES,D2 ag,ALOX12 inh,RGS4 inhibitor,GRP78 ERSR act,D2 antag,ERG-DNA inh,Vif-A3F inh,Vif-A3G inh,LDHA inh
COc1ccc(C(=O)NCCc2c[nH]c3ccccc23)cc1S(=O)(=O)N1CCCCC1C (configuration not stated),0.6,23%,-13%,4%,14,-10%[15.4 µM],6%,-17%,-7
Cc1ccc(C(=O)COC(=O)c2ccc3c(c2)C(=O)N(c2cccc4ncccc24)C3=O)cc1C,0.9,-20%,10%,-2%,9,-1%,?,3%,-1
CCOc1ccc(CNC(=O)c2cccc(NC(=O)N3CCSc4ncccc43)c2)cc1OC,0.5,-2%,15%,-2%,.,3%,-3%,-7%,-4
CCOc1ccc(CCNC(=O)c2oc(=O)c3ccccc3c2-c2ccc(C)cc2)cc1OCC,0.7,0%,-8%,0%,.,-1%,5%,1%,-9
O=C1C2C3C=CC(CC3)C2C(=O)N1c1ccc(F)cc1 (configuration not stated),-0.1,0%,-6%,-3%,-15,-7%,11%,-1%,-4
O=C(O)COc1ccc(/C=N/n2c(COc3ccccc3)nc3ccccc3c2=O)cc1,-1.4,-1%,5%,-2%,-6,-6%,-3%,1%,-7
CCOc1cc(C2Nc3ccccc3C(=O)N2c2ccccc2)c(Br)cc1OCC(=O)O (configuration not stated),1.6,-4%,10%,3%,-10,-11%,-6%,2%,-10
Cc1ccc(-n2nc3c(c2NC(=O)c2ccc(OC(C)C)cc2)CS(=O)C3)cc1 (configuration not stated),-0.3,-13%,0%,0%,-2,6%,.,-2%,-9
COc1ccc(CCNC(=O)COC(=O)C2CC2)cc1,0.6,-2%,-7%,-5%,31*,-6%,1%,-9%,-5
CCOC(=O)c1c(C)nc2sc3c(=O)n(-c4ccc(OC)cc4)nnc3c2c1-c1ccc(OC)cc1,.,?,1%,-5%,.,14%,.,-3%,0
COC(=O)CN(c1cc(OC)ccc1OC)S(=O)(=O)c1ccc(OC)c(OC)c1,.,-29%,-27%,-3%,.,-2%,.,3%,2
CCOc1cc(CNCCO)cc(Br)c1OCc1ccccc1,-0.8,-19%,-19%,-6%,7,13%,-14%,-1%,-2
COCC(=O)N1CCN(c2ccc([N+](=O)[O-])cc2)CC1,-0.3,-16%,-19%,13%,-12,-6%,0%,2%,-3
COc1ccccc1C(=O)NNC(=O)c1sccc1-n1cccc1,-0.1,1%,-14%,-4%,8,0%,4%,3%,-3
O=C(O)CSc1nc2sc3c(c2c(=O)n1Cc1ccccc1)CCCCC3,0.0,22%,-18%,?,-4,-2%,-5%,2%,-1
O=[N+]([O-])c1ccc(/C=C/c2nc3ccc([N+](=O)[O-])cc3[nH]2)cc1,-1.2,-7%,-38%,0%,-12,9%,?,1%,-7
O=C1CSC(c2c(F)cccc2Cl)N1c1cccc(F)c1 (configuration not stated),0.6,0%,32%,-5%,7,3%,-16%,1%,0
O=C(Cc1cccc(NC(=O)C2CCN(C(=O)C3CCCCC3)CC2)c1)Nc1cccc(C(=O)N2CCOCC2)c1,.,2%,-3%,-1%,.,1%,3%,2%,-5
O=C(N/N=C/c1ccc([N+](=O)[O-])cc1)c1ccc(COc2ccccc2-c2ccccc2)cc1,2.1,2%,-64%,-1%,11,5%,3%,0%,-11
CN(C)C(=O)c1ccc2c(c1)C1C3CCC(C3)C1C(c1ccccc1)N2 (configuration not stated),-0.2,-9%,22%,-2%,8,-4%,0%,1%,-13
Cc1ccc(Cn2cc(CCC(=O)NCc3ccc(OC(C)C)cc3)c3ccccc32)cc1,0.3,0%,0%,-2%,.,0%,-12%,-3%,-5
C[C@@H]1CN([C@@H](C)CO)C(=O)CCCn2cc(nn2)CO[C@H]1CN(C)S(=O)(=O)c1ccc2c(c1)OCCCO2,.,13%,.,-3%,.,.,-12%,1%,-1
COCC(=O)N1C[C@H]2CON(C)[C@H]2C[C@H]1c1cccc(-c2ccc(C#N)cc2)c1,.,-10%,-17%,-2%,.,-6%,4%,3%,5
CC(C)(C)C1CCc2c(sc(NC(=O)c3noc4c3CCCC4)c2C#N)C1 (configuration not stated),0.4,?,?,-3%,.,1%,0%,1%,-15
Cc1ccc2cc(C)c(SCC(=O)Nc3cc(C)on3)nc2c1,-0.7,-52%,-20%,-6%,10,4%,-7%,3%,-3
CCc1cc(C(=O)O)c(NC(=O)/C=C/c2ccc(OC)c(OC)c2)s1,.,-16%,8%,-1%,.,-1%,0%,-1%,4
CCCS(=O)(=O)N1CC(=O)N(c2ccccc2C)C(C)(C(=O)NC2CCCCC2)C1 (configuration not stated),1.2,-25%,-6%,-2%,.,-5%,0%,0%,-8
CCOc1ccccc1N1CCN(CC(O)COC2CCCc3ccccc32)CC1 (configuration not stated),5.6,-7%,-13%,-6%,78*,-1%,0%,-1%,0
CCOc1ncccc1C(=O)NCCc1ccc(OC)cc1,0.0,13%,-14%,-4%,18,-4%,?,?,-6
CN(C(=O)c1ccc2c(c1)OCO2)C1(C(=O)NC2CCCC2)CCCCC1,-1.4,-15%,-1%,-1%,0,-1%,-1%,3%,0
Cc1cc(=O)[nH]c(SC/C=C/c2ccccc2)n1,.,0%,-9%,2%,.,4%,-6%,0%,-4
CSc1cccc(NS(=O)(=O)c2ccccc2)c1,-0.7,-5%,-9%,6%,-23,-7%,1%,-5%,-5
CCOC(=O)C1CCN(Cc2ccc(OC)c(OCc3ccccc3)c2)CC1,12,?,26%,-3%,-5,15%,-5%,2%,-7
O=C(CN(Cc1ccccc1Cl)C(=O)Cn1nnc(-c2cccs2)n1)NCC1CCCO1 (configuration not stated),-2.3,-10%,30%,-2%,-19,.,-4%,-1%,-8
CCOc1ccc(C(=O)N(CN2CCCC2=O)c2ccc(C)cc2)cc1,-1.7,-5%,0%,-3%,-9,-14%,-2%,4%,-6
Cc1cc(C)cc(-n2ncc3c2CCCC3NC(=O)C2CCC2)c1 (configuration not stated),0.0,0%,-6%[56.9 µM],-3%,-6,-3%,1%,-6%,-3

# 2 entries from above, with two lines to a compound:
# Value order – D2 ag	ALOX12 inh	RGS4 inhibitor	GRP78 ERSR act	D2 antag	ERG-DNA inh	Vif-A3F inh	Vif-A3G inh	LDHA inh
- Cc1cc(=O)[nH]c(SC/C=C/c2ccccc2)n1
  .	0%	-9%	2%	.	4%	-6%	0%	-4
- CSc1cccc(NS(=O)(=O)c2ccccc2)c1
  -0.7	-5%	-9%	6%	-23	-7%	1%	-5%	-5

# Later entries:
SMILES,D2 ag,ALOX12 inh,RGS4 inhibitor,GRP78 ERSR act,D2 antag,ERG-DNA inh,Vif-A3F inh,Vif-A3G inh,LDHA inh
CN1CCN(C(=O)c2ccc(-c3nn(C)c(=O)c4ccccc34)cc2)CC1,.,22%,2%,3%,.,5%,-15%,-1%,2
Clc1cc(Cl)c2nc(N3CCOCC3)sc2c1,-1.5,-24%,-15%,5%,-10,-6%,-1%,-15%,1
Cc1ccc(Oc2ccc(C(=O)NC3CCSC3=O)cn2)cc1 (configuration not stated),0.7,-1%,-11%,-2%,-25,-2%,-12%,-1%,1
Cc1ncoc1C(=O)N1CCCC(C(=O)c2ccc(-c3ccccc3)cc2)C1 (configuration not stated),-1.3,3%,6%,2%,52*,5%,-6%,2%,-10
COc1cc2c(C(=O)N(C)c3cc(Cl)ccc3OC)cn(C)c(=O)c2cc1OC,0.4,0%,-12%,-2%,15,-4%,-5%,1%,-10
Cc1ccccc1NC(=O)CN1CCN(C(=O)c2ccco2)CC1,44*,38%[activator],9%,9%,-15,?,0%,2%,1
CCOC(=O)c1sc(NC(=O)c2cccs2)cc1C,1.1,0%,14%,-2%,19,0%,1%,1%,-3
Cc1ccc(C(=O)N/C(=C\c2ccc(-c3cccc([N+](=O)[O-])c3)o2)C(=O)NC(C)(C)C)cc1,-0.5,-19%,-13%,-5%,-21,-2%,-3%,?,-7
Cc1nnc(SCc2cn3ccsc3n2)n(N)c1=O,0.4,14%,14%,-1%,5,-3%,-12%,-1%,-12
Cc1ccccc1NC(=O)CCN1C(=O)CSC1=O,0.2,28%,27%,-3%,2,-4%,-15%,-6%,1
O=C(Cc1ccc2cccnc2c1)c1ccc(O)cc1O,-0.2,?,0%,3%,-3,.,-8%,-1%,-1
COc1ccc2sc(-c3ccc(S(C)(=O)=O)cc3)c(C(=O)NCCc3c[nH]c4ccccc34)c2c1,.,0%,2%,-1%,.,-3%,4%,-4%,-4
CCCCNC(=O)C1(C)CCN1C(=O)c1cc(-c2cccs2)oc1C (configuration not stated),.,-6%,.,-12%,.,.,.,-8%,-4
O=C(CN1CCC(n2nnc3cc(C(F)(F)F)ccc32)CC1)Nc1ccc2c(c1)CCC2,-0.1,126%[activator],1%,-3%,13,-5%,-12%,3%,2
CC(=O)N(Cc1ccc(Br)cc1)c1cccc(C)c1C,-1.7,-8%,12%,-3%,3,-6%,-18%,-31%,-8
CCOC(=O)CN(C(=O)CSc1nnc(-c2ccc(OC)c(OC)c2)o1)c1ccc(F)cc1,0.1,0%,-21%,-2%,4,8%,-2%,-10%,4
Cc1ccc(S(=O)(=O)CCC(=O)O)cc1C,0.4,-3%,-21%,1%,36*,?,-1%,1%,-5
COc1ccc(S(=O)(=O)N/N=C(/C)c2ccncc2)cc1,1.0,?,30%,-4%,4,8%,-5%,5%,-1
CN1CCN(c2ccc(CNC(=O)c3ccc(-c4cnn(C)c4)c4ccoc34)cc2)CC1,.,-35%,.,2%,.,.,.,-1%,-2
c1ccc(NNC2=NCCS2)cc1,1.4,9%,?,-1%,-3,-9%,5%,0%,1
